Casp6 inh = human caspase-6 inhibitors, primary screen, biochemical, VEID-R110 fluorescence, single point, set 2; P55212; purified caspase-6, Z-VEID-R110 cleavage fluorescence; inhibition, % at 12.5 µM; actives 0.53% (n = 350,000);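 active = mean inhibition across replicates at least about 35%, with every replicate also reaching that limit, limit read from the data; inconclusive = only one of the two criteria met; inactive = neither criterion met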;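 note: 0% = median of neutral control wells and 100% = no fluorescence left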
Target sequence (P55212 24-179 limits assumed): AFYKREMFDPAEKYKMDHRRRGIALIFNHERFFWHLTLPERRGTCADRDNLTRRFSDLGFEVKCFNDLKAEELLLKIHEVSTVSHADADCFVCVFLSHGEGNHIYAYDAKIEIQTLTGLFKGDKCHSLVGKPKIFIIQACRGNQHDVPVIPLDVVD
Target sequence (P55212 194-293 limits assumed): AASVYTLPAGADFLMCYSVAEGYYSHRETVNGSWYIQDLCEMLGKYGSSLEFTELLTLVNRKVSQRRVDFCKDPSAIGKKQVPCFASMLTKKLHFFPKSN
SIRT5 block = SIRT5 desuccinylase inhibitors, primary screen, biochemical, fluorescence imaging, single point, set 5 | inhibition, % at 15 µM | Purified SirT5, succinyl-peptide AMC, trypsin-coupled fluorescence | actives 1.1% (n = 330,000) | AID 652115, 2013; in the data active = inhibition above about 15%; inconclusive = no clear call, values can overlap the other calls
Target sequence (Q9NXA8 whole entry, looked up): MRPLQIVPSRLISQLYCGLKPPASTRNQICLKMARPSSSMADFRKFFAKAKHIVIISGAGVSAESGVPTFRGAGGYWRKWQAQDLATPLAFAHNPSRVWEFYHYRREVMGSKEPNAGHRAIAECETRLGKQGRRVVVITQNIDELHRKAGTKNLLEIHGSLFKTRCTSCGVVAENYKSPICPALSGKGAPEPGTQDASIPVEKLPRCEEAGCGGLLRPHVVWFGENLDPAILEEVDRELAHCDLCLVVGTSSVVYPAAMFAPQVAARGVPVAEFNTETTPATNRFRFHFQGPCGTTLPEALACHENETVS
C2C12 statin = suppressors of statin myotoxicity in C2C12 myotubes, primary screen, cell-based, single point, plate reader; C2C12 myotubes + simvastatin, ATP luminescence, 48 h; scaled: DMSO 0, geranylgeraniol control 100; rescue of ATP level, % at 7.49 µM; actives 0.78% (n = 330,000); AID 602340, 2012;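 active = mean ATP rescue above about 67%, or every replicate alone reaching that limit, limit read from the data, passing the limit was not always enough; inconclusive = no clear call, values can overlap the other calls; inactive = mean under the limit and some replicate under it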;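 note: myotubes were challenged with 10 µM simvastatin during compound exposure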
S100A4 MyoIIA = inhibitors of S100A4-myosin IIA peptide binding, primary screen, biochemical, fluorescence polarization, TAMRA-MyoIIA peptide | Protein S100-A4 (Homo sapiens), P26447 | inhibition, % at 10.7 µM | actives 0.14% (n = 360,000);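 active = mean inhibition of at least 70% across replicates, with every replicate also reaching that level; inconclusive = mean inhibition reaches 70% but some replicates fall short; inactive = mean inhibition below 70%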
Target sequence (P26447 whole entry, looked up): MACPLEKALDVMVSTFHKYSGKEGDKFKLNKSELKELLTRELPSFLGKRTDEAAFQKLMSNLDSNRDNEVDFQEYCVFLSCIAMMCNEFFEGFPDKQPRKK
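Test system – S100A4 monomer (human) · Compound – single-point compound testing · Schedule – 5 min incubation before reading · Probe or stimulus – TAMRA-labelled myosin IIA heavy-chain peptide probe, 5 nM · Benchmarks – neutral control DMSO, positive control TFP · Medium – Calcium-containing HEPES buffer, pH 7.2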
FN deposition inh = inhibitors of fibronectin matrix deposition, primary screen, AH1F cells, Alexa488-fibronectin fluorescence, plate reader. AH1F fibroblasts, overnight. inhibition, % at 12.6 µM. actives 0.086% (n = 350,000);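 active = mean inhibition across replicates of 30% or more, regardless of how many single replicates reach that level; inconclusive = mean under 30% yet at least half of replicates reach 30%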;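 note: positive control wells lacked labelled fibronectin entirely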
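Material: AH1F fibroblast monolayer depositing Alexa488-labelled fibronectin into matrix | Input: 10000 AH1F cells/well | Medium: DMEM plus 2% serum, read in PBS | Reagent: Alexa488-fibronectin, 24 nM final in well | Compound dosing: One dose per compound, pinned | Schedule: 1 h adhesion, overnight exposure | Measured by: Fluorescence at 485 nm excitation, 525 nm emission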
esBAF inh = Bmi1 luciferase reporter increase in mESCs, primary screen, esBAF inhibitor project, mouse ES cells, Bmi1 luciferase knock-in, single point; 24 h; 100% = twice the neutral-well signal; reporter increase, % at 12.5 µM; actives 2% (n = 350,000); AID 602393, 2012; in the data active = activation above about 40%; inconclusive = no clear call, values can overlap the other calls;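 note: 0% = median of the plate's neutral control wells and 100% = double that signal; a rise in the Bmi1 reporter signal indicates esBAF inhibition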
LGR2 inh = inhibitors of bursicon-induced LGR2 CRE-luciferase signal, primary screen, cell-based, HEK293, CRE-luciferase reporter, bursicon stimulation; Drosophila bursicon receptor LGR2 (rickets); bursicon-stimulated, 4 h; inhibition, % at 9.99 µM; actives 0.35% (n = 380,000);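 active = drop in luminescence signal, shown as inhibition above about 50% in the replicate tests, limit read from the data, passing the limit was not always enough; inconclusive = probably only some replicates passing the limit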;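 note: agonist challenge used bursicon conditioned medium at about half maximal strength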
Starred values were filed as active, the others as inactive; ? = inconclusive; · = not tested or not shown. An excerpt; the hit share may differ from the screen's.

SMILES	Casp6 inh	SIRT5 block	C2C12 statin	S100A4 MyoIIA	FN deposition inh	esBAF inh	LGR2 inh
Cc1ccc(C2(c3noc(CN(C)CCCN4CCOCC4)n3)CCCC2)cc1	-8	-2	·	-3	-10	·	-29
COCC(=O)N1[C@H](C#N)[C@H](c2ccccc2-c2ccccc2)[C@H]1CO	0	2	·	3	-13	·	-6
CC1CCCC(NC(=O)CSC2CCCCC2)C1C (configuration not stated)	3	-1	·	0	9	·	-11
COc1cc(OC)cc(C(=O)NNC(=O)CN2C(=O)NC3(CCCC3)C2=O)c1	-1	1	6	10	-1	-5	4
CC=Cc1ccc2n(c1=O)C[C@H]1[C@H](CO)[C@@H](C(=O)NCc3ccncn3)N(C(=O)NC3CCCC3)[C@@H]21 (mixture of isomers)	·	·	13	·	·	2	10
O=C(O)c1ccc(-c2cccc([N+](=O)[O-])c2)o1	10	-4	·	4	-6	·	1
C[C@@H]1CN([C@@H](C)CO)C(=O)Cc2cc(NC(=O)Cc3ccccc3)ccc2O[C@@H]1CN(C)S(=O)(=O)c1ccc(Cl)cc1	-1	10	15	7	9	6	-17
COc1ccc([C@@H]2CC(=O)[C@@H]3CN(S(=O)(=O)c4ccc(C)cc4)[C@H](c4ccccc4)C[C@@H]3N2S(=O)(=O)c2ccccc2)cc1	3	0	-1	2	·	4	1
COc1ccc(CN(C)C(=O)c2ccc3c(=O)n4c(nc3c2)CCC4)cc1	-3	-1	8	-4	1	-5	-3
O=C(C[C@@H]1C[C@@H]2c3cc(NC(=O)Cc4ccncc4)ccc3O[C@@H]2[C@@H](CO)O1)NCc1cccnc1	3	1	-1	-45	1	-1	7
COc1ccc(CP(=O)(c2ccccc2)c2ccccc2)cc1	-1	-7	19	-10	-4	2	3
COCCCNC(=O)c1ccc2nc([C@@H]3O[C@H](CO)[C@H](O)[C@H](O)[C@H]3O)[nH]c2c1	·	2	5	0	1	6	-14
N#CCCCSc1nnnn1-c1cccc(Cl)c1	·	·	-8	·	-7	1	·
COc1ccc(CC(=O)Nc2nncs2)cc1OC	0	-4	24	5	·	2	-9
COc1cccc(-c2cnc(C(O)c3ccc(OC)c(F)c3)[nH]2)c1 (configuration not stated)	7	·	-1	3	8	-6	6
O=C(OCC(=O)N1CCN(c2ccccc2)CC1)c1ccc(Cl)nc1	2	-6	-26	-18	-1	·	5
COCCNC(=O)C[C@H]1C=C[C@@H](NC(=O)NC2CCCCC2)[C@H](CO)O1	-1	4	3	2	·	3	17
O=C(NC(=S)Nc1ccccc1N1CCCC1)c1ccccc1Br	-1	-4	0	-1	-11	1	12
Cc1ccc(S(=O)(=O)Nc2ccc3c(c2)C(=O)N([C@H](C)CO)C[C@H](C)[C@H](CN(C)Cc2ccc(C(F)(F)F)cc2)OCCCC[C@H](C)O3)cc1	-3	32*	·	5	-2	-4	-2
C[C@@H]1CN([C@@H](C)CO)C(=O)c2cc(C#Cc3ccc(F)cc3)cnc2O[C@H]1CN(C)C(=O)c1ccccc1F	1	0	?	-9	·	8	4
CCOc1ccc(NC(=O)c2cc(C3CC3)nc3c2cnn3C(C)C)cc1OC	-1	2	-28	4	-5	-8	13
CC1CN(C(=O)c2ccccc2)OC(c2ccc3c(c2)OCO3)O1 (configuration not stated)	·	·	18	·	·	-7	10
O=c1[nH][nH]c(-c2ccccc2)c1C=Nc1ccc(OC(F)(F)F)cc1	8	-1	1	0	·	0	11
COc1cccc(CN2C(=O)CCC2(C)C(=O)NCCc2ccc(OC)c(OC)c2)c1 (configuration not stated)	0	-2	-3	-17	1	10	-28
O=C(N/N=C/c1cc(Cl)cc([N+](=O)[O-])c1O)c1cc(-c2ccccn2)nc2ccccc12	-1	-2	10	-3	1	1	8

Additional records:
SMILES	Casp6 inh	SIRT5 block	C2C12 statin	S100A4 MyoIIA	FN deposition inh	esBAF inh	LGR2 inh
Cc1ccc(NC(=O)CCCn2c(=O)oc3ccccc32)c(O)c1	0	0	2	-6	·	-2	-11
Cc1ccc(N=N/C(=C\O)C(=O)c2ccc(Cl)cc2)cc1	-4	22*	11	4	14	17	-4
COc1cccc(NC(=O)N(C)C[C@@H]2Oc3cc(C#Cc4ccccc4)ccc3S(=O)(=O)N([C@H](C)CO)C[C@@H]2C)c1	-3	15	-78	1	14	11	17
C[C@@H]1CN([C@@H](C)CO)C(=O)c2cccc(NC(=O)C3CCCCC3)c2O[C@@H]1CN(C)Cc1ccncc1	0	1	-7	-5	·	1	-5
Cc1cc(C)n(CC(O)COc2ccc(Cl)cc2)n1 (configuration not stated)	-2	0	2	0	2	4	13
N/C(Cc1ccc(Cl)c(Cl)c1)=N\OC(=O)c1ccc(Br)o1	-5	-2	·	-12	2	·	1
CC(NC(=O)c1ccccc1F)c1nnc(SCC(=O)N2CCN(c3ccccc3)CC2)n1C (configuration not stated)	-2	4	6	5	0	1	-5
Cc1noc(C)c1S(=O)(=O)Nc1ccc(C(=O)NCc2ccccc2)cc1	-1	-1	·	-1	9	·	·
COc1ccc(N2CCN(CC(=O)NCc3ccccc3)CC2)cc1	-4	·	-1	3	-8	2	7
O=C(NCC[C@H]1CC[C@@H](NC(=O)C2CC2)[C@@H](CO)O1)c1ccc(F)cc1	-3	3	-1	7	·	-1	-5
Cc1nc(SC(C)C(=O)NCc2ccc3c(c2)OCO3)nc(C)c1C (configuration not stated)	-1	·	5	-1	0	1	-4
Cn1c(Cn2c(=O)sc3ccccc32)nnc1SCC(=O)N1CCc2ccccc21	-1	-3	1	-11	17	1	-1
S=C(Nc1ccccc1)Nc1ccccc1Br	1	-1	8	-2	10	8	-14
COc1ccc(OC(=O)N2C/C(=C/c3ccccc3)C(=O)/C(=C\c3ccccc3)C2)cc1	-2	2	3	14	11	-13	?
CC(C)(C)CN1C(=O)C(=O)NC[C@H]1Cc1ccc(O)cc1	-2	·	-1	-3	-8	2	7
O=C(NCCOc1ccc2ccccc2c1)c1cncc(Br)c1	-2	0	-5	1	8	-4	-8
C[C@@]12CCC=C[C@H]1[C@H](c1ccc(C(F)(F)F)cc1)N(Cc1ccccc1)C2=O	3	0	7	-18	-13	0	18
COc1ccc(NC(=O)N(C)C[C@@H]2Oc3ccc(NS(=O)(=O)c4cn(C)cn4)cc3C(=O)N([C@H](C)CO)C[C@@H]2C)cc1	3	-3	2	22	·	5	-19
CC[C@H](C)Cc1cn([C@@H](CCCCN)C(=O)NCCCCCCCCCCC(=O)N2CCNCC2)nn1	-189	·	0	-7	-1	1	-9
Cc1ccn(CCC(=O)N2c3ccccc3CC2C)n1 (configuration not stated)	1	7	0	3	0	1	-1
C[C@H](CO)N1C[C@H](C)[C@H](CN(C)C(=O)Cc2cccnc2)Oc2ncc(C#Cc3ccccc3F)cc2C1=O	1	-3	7	2	·	-3	-1
CCCNC(=O)C1(C)CCN(C(=O)c2ccccc2OC(F)(F)F)C1 (configuration not stated)	2	-2	1	15	3	7	-9
Cc1ccccc1NC(=O)Cc1nc(COC(=O)COc2cccc(C)c2C)cs1	2	-6	·	-1	0	·	-20
CCOC(=O)CSc1nc2ccc(Nc3nc(N4CCOCC4)nc(N4CCOCC4)n3)cc2s1	·	·	6	·	-7	4	·
COC(=O)c1cc2sccc2n1CC(=O)N(C)c1ccccc1	1	-1	·	-5	-6	·	15

(more compounds)
SMILES	Casp6 inh	SIRT5 block	C2C12 statin	S100A4 MyoIIA	FN deposition inh	esBAF inh	LGR2 inh
CCCNC(=O)N1CCC(C(=O)c2cccc(F)c2)CC1	·	·	3	·	0	-7	·
Cc1cccc(C)c1NC(=O)Cn1c(=O)c(N2CCCCC2)c(N)n(C)c1=O	1	-1	3	-6	4	-1	-5
CN(C(=O)COC(=O)C12CC3CC(CC(Cl)(C3)C1)C2)C1(C#N)CCCCC1	2	1	0	-3	1	2	18
O=C1[C@@H]2Cc3c([nH]c4ccccc34)C(c3ccccc3)N2C(=O)CN1C1CC1 (some centres not stated)	-3	-4	11	12	-6	-2	-6
C/C=C/c1ccc([C@@H]2[C@H]3CN(C(=O)Nc4ccc(OC)cc4)CCCCN3[C@H]2CO)cc1	0	6	·	15	·	·	7
CC(=O)N(C)C[C@H]1Oc2cc(C#Cc3cccnc3)ccc2S(=O)(=O)N([C@H](C)CO)C[C@@H]1C	-1	1	-2	-1	-3	-7	4
C[C@@H]1CN([C@H](C)CO)C(=O)Cc2cc(NS(=O)(=O)c3ccc(F)cc3)ccc2O[C@@H]1CN(C)CC1CC1	1	-8	2	0	0	0	12
COc1ccc(C/C(C)=N\NC(=O)c2cn(C)c3ccccc23)cc1OC	1	-2	·	1	15	·	-13
Cc1ccc(-c2ccccc2[C@@H]2[C@@H](CO)N(C(=O)Cc3cccnc3)[C@H]2C#N)cc1	1	-5	·	32	-2	·	1
COCC(=O)Nc1ccc2c(c1)C(=O)N(C)C[C@@H](OC)[C@@H](C)CN(C(=O)CC1CC1)[C@H](C)CO2	0	6	1	3	-4	-5	-12
CCCCn1c(N)c(-c2nc3ccccc3o2)c2c([N+](=O)[O-])nn(CC)c(=O)c21	-1	-4	·	-5	-1	·	-2
C[C@H]1CN([C@@H](C)CO)S(=O)(=O)c2ccc(C#Cc3ccc(F)cc3)cc2O[C@@H]1CN(C)S(C)(=O)=O	-1	13*	1	-25	-10	11	11
O=C(c1cnc(Cc2c[nH]c3ccccc23)c(I)c1)N1CCCCC1	-1	-4	5	2	-2	49*	-16
O=c1cc(CSc2nnc(COc3ccccc3)o2)c2ccccc2[nH]1	·	·	0	·	1	0	·
COC(=O)C1=C(Nc2ccc(C)cc2)C=C(C)C(C(=O)OC)C1c1ccc(F)cc1 (configuration not stated)	·	·	-7	·	7	-1	·
O=C(O)c1cccn1Cc1ccccc1F	·	·	2	·	-4	-5	1
CCc1ccccc1SCc1noc(C(=O)NCC2CCCO2)c1C(=O)O (configuration not stated)	-2	-4	1	-1	12	-3	4
Cc1ccc(-n2ccc(=O)c(C(=O)Nc3ccc(S(=O)(=O)Nc4nccc(C)n4)cc3)n2)cc1	0	-2	-2	-1	-2	-1	9
C[C@@H]1CN([C@@H](C)CO)C(=O)c2cc(C#Cc3ccccc3F)cnc2O[C@H]1CN(C)S(=O)(=O)c1ccccc1F	1	3	?	12	0	-8	17
C[C@@H]1CN([C@@H](C)CO)C(=O)c2cc(C#Cc3ccccc3)cnc2O[C@H]1CN(C)C(=O)CCN1CCCCC1	2	2	4	-3	·	-3	1

Reprinted at random: 5 entries already listed
SMILES	Casp6 inh	SIRT5 block	C2C12 statin	S100A4 MyoIIA	FN deposition inh	esBAF inh	LGR2 inh
CCCNC(=O)N1CCC(C(=O)c2cccc(F)c2)CC1	·	·	3	·	0	-7	·
O=C1[C@@H]2Cc3c([nH]c4ccccc34)C(c3ccccc3)N2C(=O)CN1C1CC1 (some centres not stated)	-3	-4	11	12	-6	-2	-6
C[C@@H]1CN([C@@H](C)CO)C(=O)c2cc(C#Cc3ccccc3F)cnc2O[C@H]1CN(C)S(=O)(=O)c1ccccc1F	1	3	?	12	0	-8	17
CN(C(=O)COC(=O)C12CC3CC(CC(Cl)(C3)C1)C2)C1(C#N)CCCCC1	2	1	0	-3	1	2	18
Cc1cccc(C)c1NC(=O)Cn1c(=O)c(N2CCCCC2)c(N)n(C)c1=O	1	-1	3	-6	4	-1	-5
